Bioassay records as filed in PubChem.
Measles CPE: protection of cells from measles virus; protection (pct of control), % at 4 µM; 1.5% of 140,000 active; Measles virus-infected cells, CPE protection, absorbance; AID 841; in the data active means protection mostly above about 24%, no sharp cut-off; inactive means mostly below about 26%; further: some compounds called inactive have numbers as strong as hits
NPY Y2 blocker: blocks the human neuropeptide Y Y2 receptor. NPY-Y2 expressing cells, antagonist mode. AID 793. inhibition, % at 2.7 µM. 0.99% of 140,000 active; in the data active means inhibition above about 17%;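 further: 0% = vehicle with agonist challenge and 100% = reference antagonist with challenge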
Target sequence (P49146 whole entry, looked up): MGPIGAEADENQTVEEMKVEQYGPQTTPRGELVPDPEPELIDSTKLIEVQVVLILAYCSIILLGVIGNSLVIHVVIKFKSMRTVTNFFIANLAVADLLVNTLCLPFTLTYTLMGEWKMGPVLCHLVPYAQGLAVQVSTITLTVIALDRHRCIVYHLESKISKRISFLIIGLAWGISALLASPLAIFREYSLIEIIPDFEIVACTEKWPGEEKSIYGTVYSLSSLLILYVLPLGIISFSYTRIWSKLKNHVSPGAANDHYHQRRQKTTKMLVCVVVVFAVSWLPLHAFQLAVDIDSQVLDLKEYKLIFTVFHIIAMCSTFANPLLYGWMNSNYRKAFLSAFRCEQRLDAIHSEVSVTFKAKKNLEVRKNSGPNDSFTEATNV
PTEN del growth: suppresses growth of cells with PTEN deletion | 1.2% of 140,000 active | AID 827 | viability, % at 10 µM | HCT116 PTEN-null viability, CellTiter-Glo, 60 h; hits give low values;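 active means viability at or below a set limit, 4 SD under the median of all tested compounds, cut at about 3.7% in these data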;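 further: PTEN knockout HCT116 line with beta catenin targeted HCT116 as companion control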
Yeast life ext: extends the lifespan of yeast; S. cerevisiae growth with nicotinamide, OD615; deaD strain in restrictive glucose medium; inhibition of the nicotinamide effect, % at 10 µM; 0.68% of 130,000 active; AID 775;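 active means inhibition above a set limit, placed 3 SD over the median of all compounds, cut at about 26% in these data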;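 further: 0% = nicotinamide-treated wells and 100% = cells grown without nicotinamide; some compounds called inactive have numbers as strong as hits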
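Assay system: engineered S. cerevisiae DeaD replicative-lifespan strain, galactose-grown log-phase cells; medium: restrictive CSMM-D dextrose medium; also added: nicotinamide, 1.5 mM, co-present with compound; schedule: 48 h compound exposure at 30 °C, humidified; detection: absorbance at 615 nm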
BB579 growth dn: reduces growth of yeast BB579 in restrictive medium. inhibition, % at 10 µM. S. cerevisiae BB579 growth, OD615, 48 h. AID 804. 0.51% of 140,000 active;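 active means inhibition above a set limit, 3 SD over the mean compound inhibition, cut at about 44% in these data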; further: inactives centre near -24
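System: Saccharomyces cerevisiae DeaD strain BB579, replicative lifespan model yeast | Buffer or medium: Restrictive glucose-based CSMM-D medium | Times: 4 h preincubation and 48 h exposure at 30 °C | Detection: OD615 turbidity measurement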
HCT116 bCat-KO: beta-catenin-lacking colon tumor cell growth suppression | 1.5% of 140,000 active | viability, % at 10 µM | HCT116 beta-catenin knockout viability, CellTiter-Glo, 60 h; hits give low values;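 active means viability at or under a set limit, the compound median less 4 SD, cut at about 6% in these data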;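 further: 0% = Hyamine 1622 control at 20 µM and 100% = untreated cell control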
GALR2 blocker: antagonists of human galanin receptor 2 (GALR2); AID 828; 0.39% of 140,000 active; GALR2-expressing cells, antagonist mode; inhibition, % at 4 µM; in the data active means inhibition above about 27%;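 further: cells stimulated with galanin 1-16 at roughly its EC80; 0% = agonist challenge control and 100% = basal control without agonist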
Target sequence (O43603 whole entry, looked up): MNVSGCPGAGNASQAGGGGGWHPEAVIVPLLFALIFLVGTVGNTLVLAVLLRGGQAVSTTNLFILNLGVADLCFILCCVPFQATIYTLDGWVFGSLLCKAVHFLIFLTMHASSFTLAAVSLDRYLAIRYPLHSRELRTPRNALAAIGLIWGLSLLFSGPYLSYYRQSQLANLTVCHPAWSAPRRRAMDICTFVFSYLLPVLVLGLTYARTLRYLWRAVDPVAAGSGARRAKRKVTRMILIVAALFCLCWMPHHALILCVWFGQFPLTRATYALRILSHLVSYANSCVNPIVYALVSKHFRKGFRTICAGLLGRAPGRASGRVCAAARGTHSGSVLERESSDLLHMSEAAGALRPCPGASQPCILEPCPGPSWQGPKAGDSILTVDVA
Phagocytosis inh: macrophage phagocytosis inhibition; J774A.1 macrophage IgG-bead phagocytosis, imaging; inhibition, % at 5 µM; 0.07% of 110,000 active; AID 1029;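 active means inhibition above the mean of the plate negative controls plus 5 SD, cut at about 13% in these data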;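 further: phagocytic index as fraction of beads internalized from green versus red external bead signal; plate controls were DMSO negative control for no effect and cytochalasin-D positive control for full effect; some results beyond the cut were filed as inactive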
E-sel TNF inh: TNF alpha driven E-selectin expression inhibition. 0.71% of 120,000 active. inhibition, % at 2 µM. HUVEC TNFa-induced E-selectin immunofluorescence, high content;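 active means inhibition above the batch mean plus 3 SD, and confirmed as a hit on visual image review, cut at about 43% in these data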;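 further: 0% = TNF-stimulated DMSO wells and 100% = unstimulated control wells; not every result past the cut was called active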
MRP1 act: activates MRP-1; 0.61% of 140,000 active; H69AR cells + doxorubicin, viability rescue, CellTiter-Glo; viability increase, % at 10 µM;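 active means viability gain under doxorubicin at or above a set limit, the compound median plus 3 SD, cut at about 4.7% in these data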;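 further: MRP-1 overexpressing cells given doxorubicin 25 µM after compound pretreatment; 18-22 h compound pretreatment then 72 h with doxorubicin before readout; 0% = doxorubicin-only wells and 100% = vehicle-treated cells without doxorubicin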
The depositor's hits bear a star; nt = not tested or not shown.

Order of results: BB579 growth dn	MRP1 act	Phagocytosis inh	NPY Y2 blocker	Measles CPE	GALR2 blocker	Yeast life ext	HCT116 bCat-KO	PTEN del growth	E-sel TNF inh
1	CCN(CCCNC(=O)c1c(C)cc(=O)oc1C)c1ccccc1
    -76	-0.1	1	2	6	-9	-4	97	102	nt
2	O=C(CCC(=O)N(c1ccc(F)cc1)C(C(=O)NC1CCCC1)c1ccncc1)Nc1cccnc1 (centres undefined)
    -13	-2.2	nt	2	5	3	nt	91	95	14
3	CC(=O)c1ccc2c(c1)C1C=CCC1C(c1ccc(S(=O)(=O)N3CCOCC3)cc1)N2 (centres undefined)
    -9	-0.5	-7	1	90*	2	-3	90	102	nt
4	CC(C(=O)NC(=O)NC1CCCCC1)N1CCN(C(c2ccccc2)c2ccccc2)CC1 (centres undefined)
    -15	1.3	-1	-1	16	-6	-15	57	47	8
5	CC1CN(C(=O)c2ccc(C(=O)c3ccccc3)cc2)CC(C)O1 (centres undefined)
    -19	-3.0	nt	2	3	-9	-14	93	98	36
6	CCOC(=O)c1sc2nc(CC(=O)OC)nc(N3CCN(c4ccc(OC)cc4)CC3)c2c1C
    -19	0.4	0	5	16	-20	-1	48	58	11
7	CO/N=C(\Cn1ncc(NC2CCCCC2)c(Br)c1=O)c1ccc(Cl)cc1
    -31	-2.0	-2	6	12	-5	-5	75	70	3
8	CCCn1c(CN2CCCCC2CC)nc2c1c(=O)n(C)c(=O)n2C (centres undefined)
    -7	0.7	-1	1	16	9	2	87	93	18
9	CCCN1C2CCCC1CC(NC(=O)C1CCCCC1)C2 (centres undefined)
    6	-2.6	nt	3	1	2	nt	88	94	5
10	CCCc1cc(=O)[nH]c(Nc2ccc(OC)c(Cl)c2)n1
    -55	-2.5	0	1	3	2	-6	86	91	1
11	COc1ccc(C2=C(CC(=O)O)C(=O)CC2)cc1
    -4	-0.2	-5	2	9	-5	-5	99	99	26
12	O=C(Nc1ccc(Oc2cccnc2)cc1)c1ccccc1Cl
    -4	1.3	-11	0	8	8	-7	95	97	nt
13	CCCCCCSc1nnc(-c2cnn(-c3ccccc3)c2-n2cccc2)n1C
    -47	0.1	-2	12	1	-6	-5	81	75	nt
14	Cc1ccc(-c2nn3nnnc3c3ccccc23)cc1
    -53	0.1	-1	5	11	-2	-10	83	78	nt
15	CN(C)c1nc(OCCNC(=O)COc2ccc(Cl)cc2Cl)nc(N(C)C)n1
    3	-2.6	nt	3	7	-8	-1	79	82	-24
16	COc1ccccc1NS(=O)(=O)c1ccc(O)cc1
    -16	-0.9	0	0	3	18	-5	87	92	8
17	CN1CCc2nc(SCC(=O)Nc3cccc(F)c3)c(C#N)c(-c3cccs3)c2C1
    -11	-0.2	nt	0	3	-6	-12	105	100	40
18	O=C1N=C(N2CCCC2)S/C1=C\c1cccc(Br)c1
    -35	-6.3	-4	2	6	3	-7	45	50	15
19	Oc1ccc(CNCC2COc3ccccc3O2)cc1 (centres undefined)
    1	-2.6	-3	3	4	9	-9	96	100	-19
20	CCCn1c(Nc2ccccc2)nc2ccccc21
    -19	-1.9	-1	0	4	2	-6	92	102	20

Just MRP1 act and E-sel TNF inh, for some of the entries so far:
no.	mol	MRP1 act	E-sel TNF inh
9	CCCN1C2CCCC1CC(NC(=O)C1CCCCC1)C2 (centres undefined)	-2.6	5
10	CCCc1cc(=O)[nH]c(Nc2ccc(OC)c(Cl)c2)n1	-2.5	1

Further entries:
Order of results: BB579 growth dn	MRP1 act	Phagocytosis inh	NPY Y2 blocker	Measles CPE	GALR2 blocker	Yeast life ext	HCT116 bCat-KO	PTEN del growth	E-sel TNF inh
21	COCCCNC(=O)CC(C)c1ccccc1 (centres undefined)
    -9	-1.2	-3	4	13	12	-2	101	91	-3
22	Cc1ccc(C2=NC3(CCCCC3)NC2=S)cc1
    -71	1.2	-12	0	28	-5	7	92	96	3
23	CN1OC(COC(=O)c2ccccc2)CC1c1ccccc1 (centres undefined)
    -28	-2.2	-2	14	4	2	-3	90	99	4
24	CCOC(=O)c1cc(C)sc1N1C(=O)C2C3C=CC(C3)C2C1=O (centres undefined)
    8	-2.9	nt	2	8	-16	-2	90	95	6
25	Cc1cccc(CN2C(=O)CCSc3ccc(Cl)cc32)c1
    -30	-2.1	nt	9	5	3	-6	93	84	-9
26	COc1ccc(/C(O)=C/C(=O)C(=O)NNC(=O)C(O)(c2ccccc2)c2ccccc2)cc1
    -36	-0.2	2	3	13	-9	11	87	104	21
27	O=C(CCc1ccccc1)NNC(=O)c1ccc(NC(=O)c2ccccc2)cc1
    -25	-3.7	-6	2	16	0	3	94	100	9
28	Cc1cc(C)cc(NC(=O)COC(=O)CCCNC(=O)c2ccc(Cl)cc2)c1
    7	-2.1	-6	8	21	-6	-2	98	109	-16
29	CCc1ccc(NC(=O)CCS(=O)(=O)c2cccc3nsnc23)cc1
    -48	-2.7	0	5	4	7	-7	93	98	7
30	COc1ccc(-c2ccc(Nc3ccc(S(=O)(=O)N4CCCC4)cc3)nn2)cc1OC
    -24	-3.4	nt	0	10	-1	-7	92	97	-2
31	Cc1ccc(O/C=C2\OC(=O)c3ccccc32)cc1
    -28	-2.4	nt	2	29	-15	nt	95	96	16
32	COc1ccc(C2C(C(=O)Nc3cccnc3)=C(C)Nc3nc(-c4cccs4)nn32)cc1 (centres undefined)
    -2	-4.2	nt	1	20	6	nt	88	95	100*
33	CCc1nn(-c2ccccc2)c2c1-c1cc(OC)c(OC)cc1C1(N2)C(=O)Nc2ccccc21 (centres undefined)
    -29	-1.8	0	3	24	5	-1	73	67	-11
34	COC(=O)c1ccc(/C=N\NC(=O)c2ccc(C)cc2Cl)cc1
    -61	-2.5	nt	6	11	2	-21	86	88	5
35	CCOC(=O)C(NS(=O)(=O)c1ccc(C)cc1)(C(F)(F)F)P(=O)(OCC(C)C)OCC(C)C (centres undefined)
    -22	-3.3	-3	6	3	-19	2	87	88	nt
36	COc1ccc(N2C(=O)C3CCCN3C2c2cccc(C)c2)cc1 (centres undefined)
    20	0.5	nt	2	2	1	5	111	106	11
37	COc1ccccc1C1C(C#N)=C(N)N(c2cccnc2)C2=C1C(=O)CC(C)(C)C2 (centres undefined)
    -37	-4.8	nt	0	8	-4	-3	88	92	-5
38	CCOCCCNS(=O)(=O)c1cc(Br)cc2c1N(C(=O)C1CC1)CC2
    -1	-2.0	6	10	15	-1	-8	98	97	nt
39	COc1ccc(CCNC(=O)COc2ccc(S(=O)(=O)NC3CCCCC3)cc2Cl)cc1OC
    -10	1.6	-8	0	7	-2	2	69	64	29
40	O=C(Nc1ccc(Br)cn1)C1CCCN1S(=O)(=O)c1ccccc1 (centres undefined)
    -27	-2.8	nt	3	0	-9	22	85	81	-27
41	CC1=C(C(=O)OC(C)C)C(c2cccc(F)c2)N2C(=O)C(C)SC2=N1 (centres undefined)
    14	5.3*	-1	3	3	-6	-1	96	107	nt
42	O=C(N/N=C/c1ccco1)c1cc(-c2ccc3ccccc3c2)n[nH]1
    -36	0.2	0	1	4	-7	-11	48	27	nt
43	CCOC(=O)C1CCCN(C(=O)c2ccc(OC(C)=O)cc2)C1 (centres undefined)
    -25	-0.8	-1	1	18	2	-6	99	92	25
44	Cc1cc[n+](-c2nc3ccccc3nc2[N-]S(=O)(=O)c2cccs2)cc1C
    -2	-0.2	-7	3	9	6	-3	88	98	nt
45	CN1CCN(S(=O)(=O)c2ccc(NC(=S)NC(=O)C3CCC3)cc2)CC1
    2	-1.0	-6	2	4	5	6	84	99	nt
46	COc1ccc(-n2cnnc2SCc2cnc(-c3ccccc3)s2)cc1
    -55	-3.5	0	1	20	1	-15	85	90	nt
47	CC(=O)Oc1ccc(C(=O)Cc2ccc3ccccc3n2)c(O)c1C
    -11	-3.3	-3	2	30	-10	11	95	86	nt
48	CCOC(=O)N1CCC(NC(=O)c2ccc3nc4ccccc4c(=O)n3c2)CC1
    -39	-0.5	-3	0	5	10	-4	104	97	-17
49	O=C(NNC(=S)Nc1ccc(Br)cc1Cl)c1ccncc1
    -2	-2.3	nt	2	5	2	4	84	90	nt
50	COC(=O)C1=CN(C)C=C(C(=O)OC)C1c1ccc(O)c(OC)c1
    -8	-2.0	1	0	7	-2	-8	107	102	23
51	Cc1ccc(/C=N/NC(=O)Cc2cccn2C)s1
    -47	-1.6	-1	6	2	-3	-3	100	98	5
52	CCOC(=O)N1CCN(C(=O)c2ccc(NC(=O)CC)cc2)CC1
    -2	0.3	0	3	9	-6	-6	86	90	-12
53	O=C(Nc1ccccc1C(=O)NCC1CCCO1)c1ccco1 (centres undefined)
    -12	-0.9	nt	0	19	-17	-20	108	111	1
54	Nc1nc(Cl)nc(N(c2ccccc2)c2ccccc2)n1
    -43	-1.9	-6	3	29	-8	4	100	101	nt
55	CCOc1c(Cl)cc(Cl)cc1CNCCNCCO
    -31	-3.2	4	7	6	4	-1	67	82	-54
56	O=C(CNS(=O)(=O)c1c(Cl)cccc1Cl)OCc1csc(-c2ccccc2)n1
    -28	-0.5	nt	2	2	9	-2	94	96	nt
57	Cn1cc(S(=O)(=O)N2CCc3ccccc3C2)c(=O)n(C)c1=O
    -44	-0.8	-2	4	7	5	-2	93	93	nt
58	O=C(Nc1nc(-c2ccccc2Cl)cs1)c1cccnc1
    2	0.4	-2	1	13	-9	-27	76	74	-5
59	O=C1NCCCC1C(=O)Nc1cccc(C(F)(F)F)c1 (centres undefined)
    -7	-1.0	0	0	6	-11	-2	91	89	nt
